KKLEB cytotox = counter-screen for CF NF-kB inhibitors: cytotoxicity; KKLEB CF airway cells viability, ATPlite luminescence, overnight; stronger effect = lower value; cells stimulated with P. aeruginosa culture filtrate; activity change (cytotoxicity), % at 5 µM; 360,000 compounds, 0.36% hits; AID 602141;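 active means corrected activity change at or below -50% at 5 µM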
Peg3 promoter = Peg3 promoter activity inhibition | inhibition, % at 20 µM | AID 588405 | HeLa PEG-Prom luciferase reporter, luminescence, overnight | 360,000 compounds, 1.7% hits;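 active means inhibition of at least 50% at 20 µM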
TRPM1 prom inh = MITF TRPM1 promoter inhibition in SK-MEL-5 cells; AID 488899; inhibition, % at 12.5 µM; 330,000 compounds, 0.83% hits; SK-MEL-5 TRPM1 promoter luciferase, 24 h;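 active means mean inhibition across replicates of 60% or more, whatever share of single replicates reaches that level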; further: values of inactives mirror those of a sister screen read the other way
TWEAK Fn14 block = TWEAK-Fn14 signaling inhibition; inhibition, % at 10 µM; 360,000 compounds, 2% hits; TWEAK-stimulated Fn14 reporter cells, luciferase luminescence, 8 h; AID 1159606; in the data active means inhibition above about 50%
CF NFkB block = cystic fibrosis NF-kB activation inhibition; 360,000 compounds, 0.86% hits; KKLEB NF-kB-GFP reporter, PAF-induced, GFP fluorescence overnight; inhibition, % at 5 µM; AID 588850;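 active means at least 50% inhibition at 5 µM, scaled per plate between neutral and stimulator controls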;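 further: PAF is a Pseudomonas aeruginosa culture filtrate used as stimulus; plate controls were PAF-stimulated DMSO wells for no effect and unstimulated DMSO wells for full effect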
Shn3 inh set2 = reduces Shn3 3'UTR luciferase signal in osteoblasts; Clone20 osteoblast Shn3 3'UTR firefly luciferase, 24 h; inhibition, % at 12.5 µM; 360,000 compounds, 0.52% hits; AID 588674;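 active means mean inhibition of at least 75% with every replicate also reaching 75%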;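 further: 0% = median of neutral control wells and 100% = pilot-screen positive control compound; some compounds past the cut are filed as inactive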
aDG glyco act = alpha-DG glycosylation activation; Pro5-aDG cells, alpha-DG glycosylation AlphaScreen (IIH6); 0% Pro5, 100% B10-LARGE cell signal; activation, % at 10 µM; 360,000 compounds, 0.22% hits; AID 624168;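 active means activation of at least 8% versus controls, or a plate z-score of at least 8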;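 further: Pro5 are CHO cells carrying HIG-tagged alpha-DG that lacks glycosylation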
HIF-2a inh = blocks HIF-2a reporter activity. 786-0 RCC cells HIF-2a reporter, luciferase luminescence, overnight. inhibition, % at 18.8 µM. 360,000 compounds, 0.72% hits. AID 624352;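 active means inhibition of the luminescence signal of 40% or more relative to plate controls, in a single-dose primary screen at 18.75 µM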
NR2E3 ag-1 = NR2E3 (human) agonism; GST-NR2E3/biotin-RetCOR TR-FRET, 1536-well; inhibition of corepressor binding, % at 4.78 µM; 320,000 compounds, 0.12% hits; AID 2300;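 active means percent inhibition above the cutoff of mean plus 3 SD of all tested compounds, set per screening campaign, cut at about 20% in these data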;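 further: 0% = DMSO wells and 100% = biotin wells as full block of FRET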
Target sequence (Q9Y5X4 whole entry, looked up): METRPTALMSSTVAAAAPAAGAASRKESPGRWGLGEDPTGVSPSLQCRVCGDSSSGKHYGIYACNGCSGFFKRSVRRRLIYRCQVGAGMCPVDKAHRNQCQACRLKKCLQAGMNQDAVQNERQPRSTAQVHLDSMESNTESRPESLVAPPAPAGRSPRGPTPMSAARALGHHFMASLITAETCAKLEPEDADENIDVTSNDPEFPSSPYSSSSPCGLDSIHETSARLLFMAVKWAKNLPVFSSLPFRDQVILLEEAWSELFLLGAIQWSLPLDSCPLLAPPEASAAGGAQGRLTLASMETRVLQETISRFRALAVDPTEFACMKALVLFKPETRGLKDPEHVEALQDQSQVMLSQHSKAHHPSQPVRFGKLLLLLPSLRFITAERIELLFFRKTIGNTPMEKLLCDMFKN
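Material: NR2E3–RetCOR corepressor complex | Quantity: 1.35 nM GST-tagged NR2E3 final | Schedule: 5 h at 4 °C | Replication: Singlicate compound wells | Reagent: RetCOR corepressor, biotinylated, 7 nM | Controls: Biotin wells as high control, 0.6% DMSO wells as low control | Signal: TR-FRET, Eu(K)-anti-GST donor, streptavidin-D2 acceptor, ex 340, em 617/671 nm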
NR2E3 ag-2 = agonists of human NR2E3 nuclear receptor | Q9Y5X4 | CHO-S Gal4-NCOR/VP16-NR2E3 two-hybrid, luciferase | inhibition of corepressor binding, % at 3.98 µM | 360,000 compounds, 0.35% hits | AID 602229;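 active means inhibition above the mean of all tested compounds plus 3 SD, cut at about 70% in these data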;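 further: 0% = DMSO with NR2E3 transfected cells and 100% = cells lacking NR2E3 construct; higher means lower luciferase signal from less NR2E3 corepressor binding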
hiPSC survival = increases survival of single human iPS cells; hiPSC single-cell survival, ATPlite luminescence; 100% = ROCK inhibitor wells, 0% = DMSO; survival enhancement, % at 20 µM; 360,000 compounds, 0.044% hits; AID 602274; in the data active means survival enhancement above about 18%;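 further: cells exposed to compounds for 16 hours before the ATP read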
An asterisk follows results filed as active; . = no result given; & = joins results of further samples.

SMILES	KKLEB cytotox	Peg3 promoter	TRPM1 prom inh	TWEAK Fn14 block	CF NFkB block	Shn3 inh set2	aDG glyco act	HIF-2a inh	NR2E3 ag-1	NR2E3 ag-2	hiPSC survival
Cc1ccc(/C=N/NC(=O)CSc2nc3ccccc3c(=O)n2-c2ccccc2)s1	8	-1	-6	8	-12	-3	0.4	6	0	-23	0.3
CCOC(=O)C1=C(C)Nc2ccccc2N=C1NC(=O)Cc1ccc(Cl)c(Cl)c1	9	-1	3	-7	12	5	0.0	20	4	16	0.3
NC(=O)C[n+]1cccc(C(N)=O)c1	-20	16	3	22	0	-9	-0.1	17	2	4	-1.4
Cc1ccc(S(=O)(=O)N2CCCCC2)cc1NC(=O)CSc1nccn1C	0	8	-1	-1	-2	20	0.0	9	-1	3	1.1
Cc1ccc(-c2ccc(SCC(=O)Nc3cc(C)on3)nn2)cc1	6	-110	-7	-20	8	-29	-0.1	-37	0	9	-0.3
COc1ccc(NC2CC(=O)N(c3cccc(C)c3)C2=O)cc1 (centres undefined)	-14	-52	-36	-22	1	-16	0.2	-59	0	-13	-1.6
O=C(O)c1ccccc1NC(=O)C(c1ccccc1)c1ccccc1	17	6	12	12	-16	.	0.0	-14	-1	-2	1.5
COc1ccc(CN2CCN(c3ccccn3)CC2)c(OC)c1C	-3&2	3&0	9&-1	22&1	9&1	0&-23	0.3&0.1	10&3	-2&-1	-38&-35	-0.6&-0.2
O=C(CN1C(=O)C2(OCCO2)c2ccccc21)c1ccc(Br)cc1	-26	7	3	12	13	-3	0.0	-4	0	8	-1.3
CCSc1nnc(NS(=O)(=O)c2ccc(OC)cc2)s1	-9	7	3	12	-4	6	-0.1	17	-1	-12	3.3
CC(C)(C)C(=O)NNC(=O)COc1ccc2ccccc2c1Br	13	-11	-2	-34	-11	-14	0.1	-6	3	-2	-0.8
CCC(C)(C)n1c(=O)[nH]c2c(c1=O)CCC2	-1	0	-9	-14	0	-8	0.3	6	2	-2	-1.4

3 entries from above, sorted by their value in CF NFkB block, largest number first.
| Structure | CF NFkB block |
| --- | --- |
| CCC(C)(C)n1c(=O)[nH]c2c(c1=O)CCC2 | 0 |
| CC(C)(C)C(=O)NNC(=O)COc1ccc2ccccc2c1Br | -11 |
| Cc1ccc(/C=N/NC(=O)CSc2nc3ccccc3c(=O)n2-c2ccccc2)s1 | -12 |

Returning to the listing, starting 3 compounds before the break.
SMILES	KKLEB cytotox	Peg3 promoter	TRPM1 prom inh	TWEAK Fn14 block	CF NFkB block	Shn3 inh set2	aDG glyco act	HIF-2a inh	NR2E3 ag-1	NR2E3 ag-2	hiPSC survival
CCSc1nnc(NS(=O)(=O)c2ccc(OC)cc2)s1	-9	7	3	12	-4	6	-0.1	17	-1	-12	3.3
CC(C)(C)C(=O)NNC(=O)COc1ccc2ccccc2c1Br	13	-11	-2	-34	-11	-14	0.1	-6	3	-2	-0.8
CCC(C)(C)n1c(=O)[nH]c2c(c1=O)CCC2	-1	0	-9	-14	0	-8	0.3	6	2	-2	-1.4
O=C1CNC(=O)N1CC(O)Cn1c2ccccc2c2ccccc21 (centres undefined)	2	-8	12	-9	-5	9	-0.3	8	0	-6	0.1
COc1ccc([C@H]2CC(=O)C=C(c3ccc(C)c(F)c3)C2)cc1	-8	-35	-16	-11	8	-26	0.1	-137	0	4	-1.4
CCCCCOC(=O)Cn1c(=O)oc2ccccc21	10	15	.	9	-11	8	-0.3	3	-4	-19	-0.4
CCc1ccc(NC(=O)NNC(=O)c2cc3ccccc3cc2O)cc1	-13	5	-1	-2	14	-15	-0.4	6	-6	-23	4.3
O=C1C(=O)N(CCN2CCOCC2)C(c2ccccn2)/C1=C(/O)c1ccccc1 (centres undefined)	-5	-17	4	63*	0	6	-0.2	2	0	-26	2.6
CCn1c(=O)c(C(=O)NNS(=O)(=O)c2ccc(Br)cc2)c(O)c2ccccc21	-6	13	-3	16	4	2	0.2	18	1	-8	0.9
CC(C)N(C(=O)C[n+]1ccc(/C=N/O)cc1)C(C)C	16	7	-5	-4	-6	-17	0.0	18	5	-9	-1.9
CN(CC(=O)Nc1ccccc1C(F)(F)F)C(=O)COc1ncnc2sccc12	-8	-1	3	-15	17	12	0.2	3	2	-12	-0.9
CC(Sc1ccccn1)C(=O)Nc1ccc(S(N)(=O)=O)cc1 (centres undefined)	-3	9	2	-8	-8	7	0.0	18	7	-6	-2.6
CCC(C)NC(=O)CN1C(=O)COc2ccc(S(=O)(=O)N3CCOCC3)cc21 (centres undefined)	-5	0	-1	-8	3	-2	0.3	2	4	-12	2.1
CC1Cc2nc(SCC(=O)N3CCOCC3)n(-c3ccccc3)c(=O)c2S1 (centres undefined)	9	-39	-5	-9	-26	7	0.3	-35	-4	-9	-0.8
CCCOC(=O)CC1C(=O)NCCN1C(=O)OC(C)(C)C (centres undefined)	-5	-3	4	13	11	6	-0.2	12	-2	-4	-0.7
COc1ccc(CCOC(=O)CNC(=O)c2ccc(Cl)cc2Cl)cc1	-4	-21	2	3	16	-10	-0.5	-7	0	-26	-0.2
CCc1ccccc1NC(=O)CNC(=O)c1cc(C2CC2)nn1-c1ccccc1	-2	18	14	-16	8	2	-0.1	7	7	4	1.0
NS(=O)(=O)c1ccc(NC(=O)CSC2=NC(=O)C(c3ccccc3)C(=O)N2)cc1 (centres undefined)	0	11	-3	-10	-3	6	-0.1	8	2	-2	-0.2
CC(=O)Oc1c(C(=O)c2nnc(C)o2)c(=O)n(C)c2ccccc12	-15	23	10	13	28	-6	-0.1	33	-2	-18	-2.2
Cc1ccc(N/C(N)=N/c2nc(CSc3nnc(C)s3)cc(=O)[nH]2)c(C)c1	-22	6	14	5	42	12	-0.5	26	1	-29	-2.1
CCn1c(CCNC(=O)c2ccc(C)cc2)nnc1SCc1ccc(Cl)c(Cl)c1	-8	13	-2	16	17	17	0.7	6	0	-7	0.2
CCOC(=O)Cn1nnnc1CN(Cc1ccc(OC)cc1)Cc1cc2cc(CC)ccc2[nH]c1=O	8	-89	17	-8	-7	16	0.8	11	2	-24	-0.8
CCCCOc1ccc(C(=O)NNC(=S)NC(=O)CC)cc1	-2	34	36	-71	-14	81	1.1	28	5	28	-2.0
CN(CCc1ccccc1)C(=O)c1ccc(NC(=O)Cc2ccc(NC(=O)C3CCN(C(=O)C4CCCCC4)CC3)cc2)cc1	14	12	11	-14	-11	14	0.1	13	.	-44	-3.7
Cc1noc(C)c1COc1cccc(C(=O)OCC(=O)NC(=O)c2ccc(OC(F)F)cc2)c1	7	6	-3	-22	-2	1	-0.2	5	-2	-7	0.8
COc1cc(OC)c(C(=O)Nc2ccccc2-c2ccccc2)cc1OC	6	3	-2	-20	-14	-4	-0.3	16	-2	-29	-1.2
O=C(Cn1cnc2c(NCc3ccccc3)ncnc21)NCc1ccc2c(c1)OCO2	-10	14	5	-14	11	2	0.0	14	.	-15	2.8
CC(C)N(CC#CC(O)(c1ccccc1)c1ccccc1)CCO	8	11	5	2	1	-14	0.0	21	3	-11	-1.0
CC(C)(C)c1ccc(C(=O)N/C(N)=N/c2nc3ccccc3o2)cc1	-2	-1	7	24	1	45	0.2	-13	4	-10	2.0
COc1ccc(/C=C/C(=O)N(CCC(N)=O)c2ccccc2)cc1S(=O)(=O)N1CCOCC1	9	-1	-3	7	2	-21	-0.1	5	.	-10	0.1
CSc1ccccc1NC(=O)c1cc(C(C)C)on1	-3	-229	-45	-33	-9	-87	-0.2	-216	2	-89	-1.9
COc1ccc(C(=O)c2ccc(Cl)cc2)c2ccccc12	-1	22	-2	17	-2	7	-0.1	14	5	-3	-2.1
Cc1nnc(N/N=C/c2ccccc2C(F)(F)F)n1N	0	12	9	-10	2	8	-0.1	21	-2	-25	0.2

4 compounds picked at random from the list so far:
SMILES	KKLEB cytotox	Peg3 promoter	TRPM1 prom inh	TWEAK Fn14 block	CF NFkB block	Shn3 inh set2	aDG glyco act	HIF-2a inh	NR2E3 ag-1	NR2E3 ag-2	hiPSC survival
COc1ccc(C(=O)c2ccc(Cl)cc2)c2ccccc12	-1	22	-2	17	-2	7	-0.1	14	5	-3	-2.1
CC(C)N(CC#CC(O)(c1ccccc1)c1ccccc1)CCO	8	11	5	2	1	-14	0.0	21	3	-11	-1.0
COc1ccc(/C=C/C(=O)N(CCC(N)=O)c2ccccc2)cc1S(=O)(=O)N1CCOCC1	9	-1	-3	7	2	-21	-0.1	5	.	-10	0.1
CC(C)(C)c1ccc(C(=O)N/C(N)=N/c2nc3ccccc3o2)cc1	-2	-1	7	24	1	45	0.2	-13	4	-10	2.0

An unsorted share of the library. Share with any hit: about 4.4%.
